# From PubChem
# FLuc stim CS: firefly luciferase counter-screen for stimulation assays; 200,000 tested, under 10 active; P08659; activation factor at 10 µM; ATPlite luciferase biochemical, luminescence, 10 min; 0 = ATP-free wells, 1 = DMSO control;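 active = luciferase activation factor, scaled between plate controls, of at least 2 with compound at 10 µM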
# Target sequence (P08659 whole entry, looked up): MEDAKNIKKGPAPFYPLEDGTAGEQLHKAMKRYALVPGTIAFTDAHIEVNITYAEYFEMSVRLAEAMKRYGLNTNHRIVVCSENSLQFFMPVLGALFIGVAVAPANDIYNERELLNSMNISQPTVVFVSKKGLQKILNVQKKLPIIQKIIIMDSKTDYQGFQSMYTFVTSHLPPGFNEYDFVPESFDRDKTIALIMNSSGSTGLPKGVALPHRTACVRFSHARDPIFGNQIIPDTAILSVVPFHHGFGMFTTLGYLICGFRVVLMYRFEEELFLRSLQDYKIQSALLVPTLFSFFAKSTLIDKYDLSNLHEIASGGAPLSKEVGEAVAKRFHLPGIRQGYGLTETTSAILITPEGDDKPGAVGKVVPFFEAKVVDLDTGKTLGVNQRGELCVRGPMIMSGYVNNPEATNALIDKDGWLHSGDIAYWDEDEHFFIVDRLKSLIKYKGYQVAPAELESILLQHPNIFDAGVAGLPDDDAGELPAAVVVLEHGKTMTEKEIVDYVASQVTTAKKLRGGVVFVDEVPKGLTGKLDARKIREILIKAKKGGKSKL
#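 Assay system: Luciferase/luciferin detection reagent, cell-free biochemical luciferase assay / Also added: ATP substrate / Schedule: 10 min at ambient temperature / Measured by: luminescence measurement of luciferase light output / Benchmarks: low control with PBS replacing ATP, high control enzyme plus ATP without compound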
# G6PDH CS: inhibits Leuconostoc G6PDH, flagging false hits in G6PDH-based assays; Purified L. mesenteroides G6PDH, diaphorase/resazurin coupled fluorescence, 45 min; inhibition, % at 5 µM; 200,000 tested, 0.12% active; in the data active = inhibition above about 50%
# HMGR II inh: E. faecalis class II HMG-CoA reductase inhibition; 190,000 tested, 0.41% active; purified E. faecalis HMGR, NADPH absorbance 340 nm kinetic; inhibition, % at 10 µM; AID 1066;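 active = inhibition above a set limit, the median over all tested compounds plus 3 SD, cut at about 9.5% in these data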;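 note: enzyme runs in reverse so mevalonate oxidation gives rising NADPH absorbance; 0% = complete reaction with DMSO and 100% = background rate lacking mevalonate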
# DTT redox prof: compounds producing H2O2 with reducing agent – biochemical, NIH compound library profiling, artefact control for MLSCN library redox annotation, primary screen. DTT-dependent redox cycling H2O2, phenol red/HRP absorbance; 100% = 100 µM peroxide control, 0% = buffer. activation, % at 10 µM. 200,000 tested, 0.03% active. AID 878;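 active = activation of at least 50% relative to the plate's high and low controls in the primary single-dose screen; inactive = activation below 50%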;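 note: compound incubated with DTT at 0.8 mM final as the reducing agent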
# FLuc inhib CS: counter-screen for luciferase assay inhibitors: firefly luciferase inhibition; P08659; ATPLite firefly luciferase biochemical luminescence, 10 min; inhibition, % at 10 µM; 200,000 tested, 1.5% active;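 active = inhibition above about 50% when tested at 10 µM, limit read from the data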
# APP 5'UTR act: activates APP 5'UTR luciferase reporter; SH-SY5Y APP 5'UTR luciferase reporter, luminescence; zero percent = DMSO vehicle wells; activation, % at 2 µM; 190,000 tested, 1% active; AID 1276;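 active = activation above a set limit, based on mean plus 3 SD of controls, cut at about 140% in these data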; note: values of inactives mirror those of a sister screen read the other way
# Hsp70 act: transcriptional activators of Hsp70 | 200,000 tested, 0.04% active | activation, % at 10 µM | HeLa Hsp70 promoter luciferase reporter, luminescence; scaled: vehicle 0, proteasome-inhibitor control 100% | AID 1203;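 active = activation above the mean across all tested compounds plus 3 SD, cutoff set per campaign, cut at about 5.5% in these data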;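 note: 100% = MG132 at 30 µM as the positive control and 0% = DMSO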
# NF-kB neuron act: raises NF-kB expression in human neuronal cells | NF-kB reporter expression; active compounds read high | fold change at 12.5 µM | 190,000 tested, 1.6% active; in the data active = fold change above about 3.3
# STAT1 activator: activators of IFN-gamma induced STAT1 signaling | NIH 3T3 STAT1-luciferase reporter, luminescence; 100% = IFN-gamma alone, no compound | 200,000 tested, 2.6% active | activation (% of control), % at 5.5 µM | AID 932;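 active = activation above the screen-wide mean activation plus 3 SD, cut at about 130% in these data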;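 note: raw ratio to IFN-gamma control signal so 100% means no change and 0% no light; values of inactives mirror those of a sister screen read the other way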
# APP 5UTR inh: APP translation inhibition; inhibition, % at 2 µM; 190,000 tested, 0.82% active; SH-SY5Y APP 5'UTR-luciferase reporter, luminescence; AID 1285;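 active = inhibition above a set limit, derived from the sample mean plus 3 SD, cut at about 45% in these data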; note: values of inactives mirror those of a sister screen read the other way
# * = called active by the depositor; . = no result given. Random draw from the library. Share with any hit: about 5.3%.
SMILES,FLuc stim CS,G6PDH CS,HMGR II inh,DTT redox prof,FLuc inhib CS,APP 5'UTR act,Hsp70 act,NF-kB neuron act,STAT1 activator,APP 5UTR inh
CCn1c(=O)c(C(=O)Nc2ccccc2C)c(O)c2ccccc21,1,2.3,4.3,0.2,-1.8,64.8,-0.1,1.34,106.1,-64.8
Cn1c(N)c(Sc2ccc(F)cc2)c(=O)n(C)c1=O,1.1,4.3,0.1,0.0,-11.4,-1.7,-0.4,1.13,102.3,1.7
CC(CN1CCOCC1)OC(=O)C1COc2ccccc2O1 (centres undefined),1,12.0,-4.4,-1.0,0.9,6.0,0.0,1.12,91.8,-6.0
COc1ccc(NC(=O)CN(C2CCCCC2)S(C)(=O)=O)cc1OC,1.1,5.2,-4.8,2.2,-6.6,10.0,0.5,1.32,100.9,-10.0
COc1ccc(C(c2sc3ncnn3c2O)N2CC(C)OC(C)C2)cc1OC (centres undefined),0.9,0.1,-1.3,-0.6,8.6,-5.8,0.0,0.98,101.4,5.8
CCC(Oc1ccccc1)C(=O)Nc1ccc(-c2nnc(-c3ccco3)o2)cc1 (centres undefined),1,-19.6,-4.2,1.2,-4.9,79.8,-0.3,0.68,133.4*,-79.8
Cc1cc2c3c(c1C)C(=O)C(=O)N3C(C)(C)CC2C (centres undefined),1.1,7.5,-4.1,-0.4,-7.2,21.6,-0.1,1.11,97.0,-21.6
CCN(CC)c1ccc(/C=N/NC(=O)c2cccc(N3CCCC3=O)c2)cc1,0.9,12.3,-2.7,0.0,14.7,3.9,-0.3,1.3,104.2,-3.9
NC(=O)C1=C[C@@H](c2coc3ccccc3c2=O)C[C@@H](OCc2ccc(CO)cc2)O1,1,13.0,0.3,-1.4,-2.7,0.0,-0.1,1.48,102.5,0.0
CC(O)c1cccc(NC2=CC(=O)CC(C)(C)C2)c1 (centres undefined),1,8.2,-1.6,0.3,-3.2,5.0,0.0,1.17,97.8,-5.0
Nc1ccc(C(=O)N2CCCC2)cc1,1.1,8.1,0.0,-0.9,-6.2,.,-0.1,1.19,90.0,-16.5
CCC(=O)Nc1c(C#N)c2nc3ccccc3nc2n1C1CCCCC1,1.1,4.4,4.6,0.4,-5.5,4.7,-0.2,1.19,101.7,-4.7
O=C(COc1ccc(Cl)cc1)Nc1nnc(C2=COCCO2)o1,1,4.2,-1.1,-0.6,0.1,1.0,-0.2,1.01,101.5,-1.0
CN1/C(=C\C(=O)C[n+]2ccc(C(=O)c3ccccc3)cc2)C(C)(C)c2ccccc21,1,4.3,-6.1,-1.3,-2.9,11.0,-0.1,0.83,101.3,-11.0
C=CCSc1nc(C)cc(/C=C\c2ccccc2)c1C#N,1,4.4,1.7,0.6,-4.1,16.6,1.1,1.3,102.5,-16.6
Cc1ccc[n+](-c2nc3ccccc3nc2C(=C=[N-])C#N)c1,1,10.5,0.2,2.3,-0.3,-5.0,0.0,3.24,103.6,5.0
CCCC(=O)OCC(=O)Nc1cc([N+](=O)[O-])ccc1OC,1.1,-0.5,2.0,-2.2,-5.4,12.4,-0.1,1.15,106.9,-12.4
Cc1ccc(N(CC(=O)N2CCN(c3ccc(F)cc3)CC2)S(=O)(=O)c2c(C)nn(C)c2C)cc1,1.1,10.4,-13.2,-0.9,-7.9,8.5,0.0,0.77,104.1,-8.5
O=C(NC12CC3CC(CC(C3)C1)C2)c1ccc(S(=O)(=O)N2CCOCC2)cc1,1.1,9.3,-7.8,-1.2,-5.0,-0.3,-0.2,1.13,99.4,0.3
c1ccc(CC2CCN(c3nnnn3-c3ccccc3)CC2)cc1,1.1,7.0,1.3,0.1,-10.2,-3.9,0.1,1.03,95.3,3.9
Oc1cccc(C(Nc2nccs2)c2ccc3cccnc3c2O)c1 (centres undefined),1,-1.7,-1.1,-2.6,-2.1,-73.3,-0.3,0.98,99.1,73.3*
CCOc1ccc(CCNS(=O)(=O)c2cccc3nsnc23)cc1OCC,1,5.1,1.0,-1.8,0.6,-25.4,0.3,1.09,101.7,25.4
CCN1C(=O)/C(=C2\C=Cc3ccccc3N2CC)OC1=S,.,.,.,-3.3,.,7.9,-0.2,.,105.4,-7.9
Cc1ccc(NC(=O)CN2C(=O)NC(C)(CCc3ccccc3)C2=O)cc1 (centres undefined),1.1,6.9,3.5,0.4,-5.0,1.7,-0.2,1.07,106.0,-1.7
O=C(O)c1cc(NCc2ccccc2)ccc1N1CCOCC1,1,0.5,-1.8,-14.6,-4.8,-7.9,-0.1,0.95,104.9,7.9
Cc1cccc(C)c1NC(=O)C(c1ccccc1)N1CCC2(CC1)OCCO2 (centres undefined),.,.,.,1.0,.,2.7,-0.4,.,97.2,-2.7
CC(=O)c1cccc(NC(=O)C2CCN(S(=O)(=O)c3cccs3)CC2)c1,1,4.3,-5.5,0.3,-4.0,9.7,-0.3,0.88,95.4,-9.7
CCOc1cc(CN2CCSCC2)ccc1O,1.1,-9.6,0.0,-1.9,-5.2,-13.7,0.0,1.13,94.5,13.7
CCCSC1=C(C#N)C(c2ccc(OC)cc2)C2=C(CC(C)(C)CC2=O)N1 (centres undefined),1,15.0,-2.9,-0.6,-3.4,25.2,-0.3,0.81,99.9,-25.2
Cc1ccc(C)c(/C(O)=C2\C(=O)C(=O)N(CCCn3ccnc3)C2c2cccnc2)c1 (centres undefined),1,6.7,-2.7,0.5,-4.8,-6.9,-0.4,1.18,102.9,6.9
O=C(O)C(NC(=O)c1ccccc1)=C(Cl)Cl,.,.,.,-9.0,.,6.5,-0.3,.,102.6,-6.5
CC(C)C[C@H](NC(=O)OC(C)(C)C)c1n[nH]c(=S)n1N,1,20.1,-6.7,-0.2,-3.9,2.6,0.2,0.96,100.6,-2.6
COc1ccc(C(=O)NCC(=O)OCC(=O)N2CCN(S(=O)(=O)c3ccccc3)CC2)cc1,1.1,14.2,2.8,-0.1,-10.0,-9.5,-0.3,1,108.1,9.5
CC12COC3(P(=O)(c4ccccc4)c4ccccc4)CC1CCC23CP(=O)(c1ccccc1)c1ccccc1 (centres undefined),1,2.2,0.2,2.5,-2.5,-5.4,-0.4,0.99,98.2,5.4
Cn1c(=O)c2c(SCC(=O)N3CCCc4ccccc43)nc(CC(C)(C)C)nc2n(C)c1=O,1,8.9,-4.3,-3.8,-2.9,-9.8,-0.2,0.54,104.2,9.8
COc1cc(NC(=O)Cc2ccccc2)c(C(=O)O)cc1OC,1,6.8,-0.2,-1.0,-4.8,11.3,0.1,.,88.2,-11.3
Cc1ccc(CN2CCN(CC(=O)NCc3ccc(Cl)cc3)C2=O)cc1,1.1,-5.9,-7.5,0.2,-6.4,-17.8,-0.2,1.2,95.1,17.8
COc1ccc(OC)c(C2CC(=O)C3=C(C2)NC(=O)CC3c2ccc(O)c(OC)c2)c1 (centres undefined),1.1,-1.3,-7.8,1.7,-8.2,2.5,-0.2,1.01,102.2,-2.5
COc1ccc(C(=O)NC(Nc2ccc(C)cc2)C(Cl)(Cl)Cl)cc1 (centres undefined),1,16.5,-8.7,-0.3,-2.7,-8.5,-0.4,0.68,80.3,8.5
CNc1cc([N+](=O)[O-])ccc1N/C=C/C(=O)c1ccc2c(c1)OCO2,1,2.3,-5.2,0.2,-0.1,9.3,-0.2,1.04,134.6*,-9.3
COc1ccc(CN(C)CCc2ccccn2)cc1OC,1,-0.2,-5.6,1.7,-4.1,-1.0,0.0,1.36,97.4,1.0
CC(C)(C)C(=O)N1N=C(c2cccc(NS(C)(=O)=O)c2)CC1c1cccs1 (centres undefined),1,5.4,-2.2,-0.8,0.8,2.5,-0.1,1.45,103.9,-2.5
Cc1nnc(SCc2cc(=O)oc3cc(O)ccc23)n1Cc1ccccc1,1.1,8.5,-2.4,0.2,-5.1,-16.1,-0.4,0.89,95.9,16.1
COc1ccc(C(C(=O)NCC2CCCO2)N(C(=O)CNC(=O)c2cccs2)c2ccccc2)cc1OC (centres undefined),1.1,10.8,-2.0,-0.5,-6.7,9.2,-0.3,0.98,102.4,-9.3
COC(=O)c1c(NC(=O)CN2CCC(C(N)=O)CC2)c2c(C)cccc2n1C,1.1,2.8,2.1,2.3,-5.0,9.6,-0.2,0.9,101.4,-9.6
COc1ccc(C(=O)Nc2cc(OC)c(Cl)cc2Cl)cc1,0.9,-11.6,-2.3,-0.4,10.3,8.6,-0.2,1.54,116.7,-8.6
O=C(O)c1cnc(-c2ccccc2)nc1Sc1ccc(Cl)cc1,1,8.6,3.2,-5.5,-1.9,4.6,0.3,1.11,106.1,-4.6
Cc1nn(CC(=O)N2N=C(C(F)F)CC2(O)C(F)F)c(C)c1[N+](=O)[O-] (centres undefined),1,3.4,-4.9,-0.4,-4.8,13.8,-0.3,1.23,94.1,-13.8
O=C1NC2(CCCC2)C(=O)N1CCS(=O)(=O)Oc1ccccc1,1.1,0.9,0.1,0.0,-5.4,7.0,-0.1,0.85,101.7,-7.0
C=CCSC1=Nc2sccc2C2=NC(=O)CN12,1.1,5.4,-5.1,13.3,-8.4,-15.0,-0.1,1.2,94.0,15.0
O=C(N[C@@H](c1ccccc1)[C@@H]1C[C@H]1C(=O)NCc1ccccn1)OCc1ccccc1,1,21.1,-12.7,-0.2,-1.4,2.9,0.2,0.98,106.7,-2.9
O=c1c2ccccc2[nH]c(=S)n1CCN1CCCC1,1.1,0.9,1.8,-0.1,-8.6,7.5,-0.1,0.96,102.8,-7.5

# 9 entries from above, bar-delimited:
Structure | FLuc stim CS | G6PDH CS | HMGR II inh | DTT redox prof | FLuc inhib CS | APP 5'UTR act | Hsp70 act | NF-kB neuron act | STAT1 activator | APP 5UTR inh
COc1ccc(CN(C)CCc2ccccn2)cc1OC | 1 | -0.2 | -5.6 | 1.7 | -4.1 | -1.0 | 0.0 | 1.36 | 97.4 | 1.0
CC(C)(C)C(=O)N1N=C(c2cccc(NS(C)(=O)=O)c2)CC1c1cccs1 (centres undefined) | 1 | 5.4 | -2.2 | -0.8 | 0.8 | 2.5 | -0.1 | 1.45 | 103.9 | -2.5
Cc1nnc(SCc2cc(=O)oc3cc(O)ccc23)n1Cc1ccccc1 | 1.1 | 8.5 | -2.4 | 0.2 | -5.1 | -16.1 | -0.4 | 0.89 | 95.9 | 16.1
COc1ccc(C(C(=O)NCC2CCCO2)N(C(=O)CNC(=O)c2cccs2)c2ccccc2)cc1OC (centres undefined) | 1.1 | 10.8 | -2.0 | -0.5 | -6.7 | 9.2 | -0.3 | 0.98 | 102.4 | -9.3
COC(=O)c1c(NC(=O)CN2CCC(C(N)=O)CC2)c2c(C)cccc2n1C | 1.1 | 2.8 | 2.1 | 2.3 | -5.0 | 9.6 | -0.2 | 0.9 | 101.4 | -9.6
COc1ccc(C(=O)Nc2cc(OC)c(Cl)cc2Cl)cc1 | 0.9 | -11.6 | -2.3 | -0.4 | 10.3 | 8.6 | -0.2 | 1.54 | 116.7 | -8.6
O=C(O)c1cnc(-c2ccccc2)nc1Sc1ccc(Cl)cc1 | 1 | 8.6 | 3.2 | -5.5 | -1.9 | 4.6 | 0.3 | 1.11 | 106.1 | -4.6
Cc1nn(CC(=O)N2N=C(C(F)F)CC2(O)C(F)F)c(C)c1[N+](=O)[O-] (centres undefined) | 1 | 3.4 | -4.9 | -0.4 | -4.8 | 13.8 | -0.3 | 1.23 | 94.1 | -13.8
O=C1NC2(CCCC2)C(=O)N1CCS(=O)(=O)Oc1ccccc1 | 1.1 | 0.9 | 0.1 | 0.0 | -5.4 | 7.0 | -0.1 | 0.85 | 101.7 | -7.0
